BAZ2B block: blocks human BAZ2B; actives 4.4% (n = 360,000); Potency, µM (series often up to 114 µM), for the others: at the highest dose activity change, negative = inhibition, most hits filed as inhibitors; AlphaScreen BAZ2B-H3K14Ac peptide displacement; Q9UIF8; also: % is scaled to controls: 0 for no effect and ±100 for the full control effect; nearly all actives have a fitted effect of over 60% in size
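Compounds, titrated to a top concentration of 110 uM, were incubated 30 min at room temperature with preformed BAZ2B/acetyl-K14 H3 peptide complex (50 nM each). Proximity signal was measured by AlphaScreen after 20 min with beads.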
Pol beta inh: DNA polymerase beta (human) inhibition. Pol beta primer extension/strand displacement, fluorescence kinetic. Potency, µM (doses to about 114 µM), inactives show at the highest dose activity change, negative = inhibition, hits mostly inhibitors. AID 485314. actives 1.3% (n = 340,000). P06746; also: % is scaled to controls: 0 for no effect and ±100 for the full control effect
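Reaction started by 50 nM substrate onto compound-treated Pol beta (10 nM, 15 min preincubation, room temperature); plates read at 0 min and 10 min. Normalized concentration-effect data fitted by four-parameter Hill equation.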
APEX1 inh: APE1 (human) endonuclease inhibition. recombinant APE1, TAMRA/BHQ-2 abasic DNA cleavage fluorescence. Potency, µM (highest dose often 65.8 µM), for inactives: top-dose activity change, negative = inhibition, actives largely listed as inhibitors. actives 0.35% (n = 350,000). AID 2517;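 also: plate controls were vehicle for no effect and reference inhibitor for full effect; nearly all actives have a fitted effect of over 55% in size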
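0.75 nM APE1 + cpd, 15 min RT; start w/ 50 nM TAMRA/BHQ-2 THF-abasic dsDNA; kinetic fluor 525/598 nm ×3 reads @60 s; Δ(read3−read1); normalized to DMSO and NSC13755 control wells.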
POLH inh: DNA polymerase eta (human) inhibition; Q9Y253; recombinant Pol eta, fluorescent DNA replication assay; Potency, µM (titrated, usually from 114 µM), without a hit: at the top dose activity change, negative = inhibition, actives largely listed as inhibitors; actives 1.2% (n = 390,000); AID 588591; also: % is scaled to controls: 0 for no effect and ±100 for the full control effect
Target sequence (Q9Y253 whole entry, looked up): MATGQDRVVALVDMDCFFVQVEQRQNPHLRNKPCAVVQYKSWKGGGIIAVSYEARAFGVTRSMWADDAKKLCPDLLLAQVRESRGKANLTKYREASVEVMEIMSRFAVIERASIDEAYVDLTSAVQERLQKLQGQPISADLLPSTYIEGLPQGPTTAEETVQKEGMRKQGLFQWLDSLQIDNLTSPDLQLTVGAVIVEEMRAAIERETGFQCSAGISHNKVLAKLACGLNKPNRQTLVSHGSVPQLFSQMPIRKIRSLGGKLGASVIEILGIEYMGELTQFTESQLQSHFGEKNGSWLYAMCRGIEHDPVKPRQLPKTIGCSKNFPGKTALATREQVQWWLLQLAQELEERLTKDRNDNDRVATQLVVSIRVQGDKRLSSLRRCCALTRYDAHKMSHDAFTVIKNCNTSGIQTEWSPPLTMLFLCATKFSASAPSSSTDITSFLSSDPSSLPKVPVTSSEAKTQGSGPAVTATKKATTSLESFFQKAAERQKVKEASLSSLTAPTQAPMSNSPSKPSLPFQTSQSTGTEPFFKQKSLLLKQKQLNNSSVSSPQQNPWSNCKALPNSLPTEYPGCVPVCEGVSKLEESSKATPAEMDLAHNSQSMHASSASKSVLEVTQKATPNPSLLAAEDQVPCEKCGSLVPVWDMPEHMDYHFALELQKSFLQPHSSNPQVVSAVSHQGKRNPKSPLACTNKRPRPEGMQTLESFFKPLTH
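Pol eta (10 nM) was preincubated with compounds for 15 min at room temperature, after which fluorescent replication substrate (50 nM final) was added to start the reaction. Fluorescence was read kinetically at 0 and 10 min.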
G9a block: inhibitors of human histone lysine methyltransferase G9a. Q96KQ7. G9a H3K9 monomethylation, AlphaScreen, 2 h. Potency, µM (doses to about 102 µM), for the others: at the top dose activity, negative = inhibition, hits mostly inhibitors. AID 504332. actives 8.8% (n = 350,000); also: % is scaled to controls: 0 for no effect and ±100 for the full control effect; nearly all actives have a fitted effect of over 75% in size
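Step 1: enzyme (final 20 nM) with compound, 15 min RT. Step 2: substrate peptide 500 nM and SAM 20 uM, 2 h RT. Step 3: anti-H3K9me1 antibody and AlphaScreen beads, 10 min, then plate read.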
BLM helicase inh: Bloom syndrome helicase (human) inhibition. P54132. recombinant BLM DNA unwinding, fluorescence dequenching. Potency, µM (titrated, usually from 56.1 µM), for the others: top-dose activity change, negative = inhibition, actives largely listed as inhibitors. actives 0.2% (n = 350,000). AID 2528;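 also: plate controls were vehicle for no effect and no enzyme for full effect; nearly all actives have a fitted effect of over 35% in size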
POLK inh: inhibitors of human DNA polymerase kappa; Q9UBT6; purified Pol kappa, fluorescent DNA synthesis assay, 10 min; Potency, µM (top dose mostly 107 µM), for the others: at the highest dose activity, negative = inhibition, most hits filed as inhibitors; actives 0.53% (n = 400,000); also: % is scaled to controls: 0 for no effect and ±100 for the full control effect
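Fluorescent qHTS in 1536-well format: enzyme (10 nM) and compound sat 15 min at room temperature before 50 nM substrate (final) was added. Signal taken at 0 and 10 min; no-enzyme buffer wells were negative controls.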
Anesthetic bind: candidate novel general anesthetic via apoferritin binding | apoferritin/1-aminoanthracene competitive binding, fluorescence | Potency, µM (doses to about 77.5 µM), for the others: top-dose activity change, negative = displacement, actives largely listed as inhibitors | actives 0.074% (n = 350,000) | AID 485281; also: % is scaled to controls: 0 for no effect and ±100 for the full control effect; nearly all actives have a fitted effect of over 20% in size
Target sequence (P02791 2-175 limits assumed): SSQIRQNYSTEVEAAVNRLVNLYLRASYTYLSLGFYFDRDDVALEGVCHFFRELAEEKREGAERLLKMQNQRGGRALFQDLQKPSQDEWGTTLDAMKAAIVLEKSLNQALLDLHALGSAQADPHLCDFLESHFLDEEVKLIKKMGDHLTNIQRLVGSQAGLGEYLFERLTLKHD
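10 uM apoferritin + 50% sat. 1-AMA, PBS; cpd 10 min RT; Ex380/Em535 endpoint; normalized to free probe vs complex; 4-param Hill fit; propofol titration as pos. ctrl.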
Pol iota inh: blocks human DNA polymerase iota activity. AID 588590. actives 1% (n = 390,000). Potency, µM (highest dose often 115 µM), for the others: at the top dose activity, negative = inhibition, usual class: inhibitors. Pol iota fluorescent replication assay, 10 min
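Pol iota at 10 nM preincubated 15 min with compounds at room temperature; reaction started with fluorescent substrate, 50 nM final. Fluorescence read kinetically at 0 and 10 min; buffer-only wells as negative control.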
An asterisk follows results filed as active; [ ] = remark or other dose. Calls follow the shape of the dose curve; as a rule, active = well fitted curve in the direction sought with a large enough effect; inconclusive = small, poorly fitted or top-dose-only effect, or another doubt; inactive = no such curve, though single readings can be large; an effect the other way counts as inactive or inconclusive. Potency is read from the fitted curve at half-maximal effect. The list is partial (hit frequency here may not be typical).

How did C[C@]12C[C@H](O)[C@@H](O)CC1=CCC1C2CC[C@@]2(C)C1CC[C@@H]2O (some centres not stated) do in these assays?
APEX1 inh: 18%; POLH inh: -4%; POLK inh: -1%; Pol iota inh: 22%

How did Cc1cc(C)nc(N/N=C/C2=C(O)CC(c3ccccc3)CC2=O)n1 (configuration not stated) do in these assays?
BAZ2B block: 22µM*; Pol beta inh: 24%; APEX1 inh: -4%; G9a block: -13%; BLM helicase inh: -4%; Anesthetic bind: -2%

Results for ClC1=C(Cl)C(Cl)=C(Cl)C1=C/C=C/c1ccccc1 ?
BAZ2B block: 3.5µM*; Pol beta inh: inconclusive; APEX1 inh: inconclusive; POLH inh: inconclusive; G9a block: 3.2µM*; BLM helicase inh: -14%; POLK inh: inconclusive; Anesthetic bind: 7%; Pol iota inh: 45µM*

How did O=C(c1ccc(CS(=O)(=O)c2ccccc2)o1)N1CCC2(CC1)OCCO2 do in these assays?
BAZ2B block: inconclusive; Pol beta inh: inconclusive; APEX1 inh: inconclusive; POLH inh: 89µM*; G9a block: -1%[12.7 µM]; BLM helicase inh: -19%; POLK inh: -36%; Anesthetic bind: -9%; Pol iota inh: inconclusive

How did COc1ccc(F)cc1C(=O)C1CCCN(Cc2cnc(C)s2)C1 (configuration not stated) do in these assays?
BAZ2B block: -11%; Pol beta inh: 30%; APEX1 inh: -3%; POLH inh: -13%; G9a block: -4%; BLM helicase inh: -5%; POLK inh: 6%; Anesthetic bind: -9%; Pol iota inh: -1%

What do the screens show for `COc1cccc(C2CC3C(=O)C=CC2N3Cc2ccccc2)c1` (configuration not stated)?
BAZ2B block: -9%; Pol beta inh: 3%; APEX1 inh: 5%; POLH inh: -7%; G9a block: 14%[59 µM]; BLM helicase inh: -3%; POLK inh: 0%; Anesthetic bind: -6%; Pol iota inh: -1%

What do the screens show for `COc1cc2c(cc1OC)[C@H](C)NCC2`?
APEX1 inh: -1%[21 µM]; G9a block: 15%[21.5 µM]; BLM helicase inh: 0%[21.4 µM]; POLK inh: -4%[12 µM]; Anesthetic bind: -9%[29.3 µM]

How did CCCCn1c(=O)c(C(=O)NCc2ccncc2)c(O)c2ccccc21 do in these assays?
BAZ2B block: 25%; Pol beta inh: 0%; APEX1 inh: -4%; POLH inh: -14%; G9a block: 13%; BLM helicase inh: -10%; POLK inh: -3%; Anesthetic bind: inconclusive; Pol iota inh: 13%

How did CN1C2CCC1CC(OC(=O)c1ccc([N+](=O)[O-])cc1)C2 (configuration not stated) do in these assays?
BAZ2B block: -5%; Pol beta inh: inconclusive; APEX1 inh: 1%; POLH inh: -18%; G9a block: -5%[59 µM]; BLM helicase inh: 0%; POLK inh: 0%; Anesthetic bind: -14%; Pol iota inh: 65%[activator]

Results for COC(=O)C1=C(c2ccc(-c3ccccc3)c(F)c2)C[C@@H]2CC[C@H]1N2C(=O)NCc1ccco1 ?
BAZ2B block: -15%; APEX1 inh: -12%; POLH inh: -11%; G9a block: 5%[2.33 µM]; POLK inh: -7%; Pol iota inh: inconclusive

Results for O=C(O)C1C2CCC(O2)C1C(=O)O (configuration not stated) ?
Pol beta inh: -17%[57.1 µM]; APEX1 inh: 0%; POLH inh: -2%[57.1 µM]; G9a block: 48%[activator][12.7 µM]; Pol iota inh: inconclusive

What do the screens show for `COc1ccc(-n2c(C)cc(C(=O)C[N+]34CCN(CC3)CC4)c2C)cc1`?
BAZ2B block: inconclusive; Pol beta inh: 6%; APEX1 inh: 12%; POLH inh: -2%; G9a block: -10%; BLM helicase inh: -8%; POLK inh: -7%; Anesthetic bind: 2%; Pol iota inh: 41%[activator]

How did COc1ccc(C(C)=O)cc1CC(C(=O)c1ccc(Br)cc1)N(C)C (configuration not stated) do in these assays?
BAZ2B block: -12%; Pol beta inh: 1%; APEX1 inh: -3%; POLH inh: -19%; G9a block: inconclusive; BLM helicase inh: 2%; POLK inh: 1%; Anesthetic bind: -17%; Pol iota inh: 5%

Results for O=C(C1CCN(S(=O)(=O)c2ccc(Br)s2)CC1)N1CCN(c2ccc(F)cc2)CC1 ?
BAZ2B block: -20%; Pol beta inh: 16%; POLH inh: -18%; G9a block: -12%[59 µM]; BLM helicase inh: -5%; POLK inh: 3%; Anesthetic bind: -3%; Pol iota inh: 23%

How did Cc1[nH]c2ccccc2c1C(=O)C(=O)N1CCC2(CC1)OCCO2 do in these assays?
Pol beta inh: 16%; APEX1 inh: -3%; POLH inh: -22%; G9a block: -39%; BLM helicase inh: -1%; POLK inh: 2%; Anesthetic bind: -4%; Pol iota inh: 74%[activator]

Results for O=C(Nc1ccc(OC(F)(F)F)cc1)c1cccn(Cc2ccccc2Cl)c1=O ?
BAZ2B block: 9%; Pol beta inh: 14%; POLH inh: -5%; G9a block: 13%[59 µM]; BLM helicase inh: -5%; POLK inh: -2%[60.1 µM]; Anesthetic bind: -13%; Pol iota inh: -4%

What do the screens show for `CC1(C)C2([N+](=O)[O-])CN3CC1([N+](=O)[O-])CN(C2)C3c1ccccn1` (configuration not stated)?
BAZ2B block: -26%; Pol beta inh: 13%; APEX1 inh: 5%; POLH inh: -11%; G9a block: inconclusive; BLM helicase inh: -1%; POLK inh: -8%; Anesthetic bind: -7%; Pol iota inh: -3%[58.9 µM]

Results for N#Cc1cc2c(nc1SCC(=O)Nc1cccc(C(F)(F)F)c1)C1CCN2CC1 ?
BAZ2B block: -3%; Pol beta inh: 3%; POLH inh: -2%; G9a block: 6%[59 µM]; BLM helicase inh: -2%; POLK inh: -6%; Anesthetic bind: inconclusive; Pol iota inh: 2%

How did COC(=O)C1=C(c2ccc(C(C)=O)cc2)C[C@@H]2CC[C@H]1N2C(=O)NC1CCCCC1 do in these assays?
BAZ2B block: 13%; APEX1 inh: 1%; POLH inh: -12%; G9a block: 5%[0.501 µM]; POLK inh: -6%; Pol iota inh: -1%

What do the screens show for `Cc1cccc(N2CCN(CCc3ccccc3)CC2)c1C`?
BAZ2B block: inconclusive; Pol beta inh: 4%; APEX1 inh: -3%; POLH inh: -5%; G9a block: -3%[12.7 µM]; BLM helicase inh: 0%; POLK inh: -15%; Anesthetic bind: -13%; Pol iota inh: -4%

Results for O=c1c2ccccc2nc(-c2ccccc2F)n1-c1ccccc1 ?
BAZ2B block: -2%; Pol beta inh: 57%; APEX1 inh: -10%; POLH inh: -3%; BLM helicase inh: -2%; POLK inh: -2%; Anesthetic bind: -9%; Pol iota inh: 37%

How did Cc1onc(-c2ccccc2)c1C(=O)Nc1ccc(S(=O)(=O)N2CCCC2)cc1 do in these assays?
BAZ2B block: -36%; Pol beta inh: 2%; APEX1 inh: 2%; POLH inh: -17%; G9a block: -9%; BLM helicase inh: -8%; POLK inh: 5%; Anesthetic bind: 95%[activator]; Pol iota inh: 4%

What do the screens show for `COP(=O)(OC)[C@@H](O)C(Cl)(Cl)Cl`?
APEX1 inh: -2%[21 µM]; G9a block: 31%[21.5 µM]; BLM helicase inh: -3%[21.4 µM]; POLK inh: -1%[12 µM]; Anesthetic bind: 1%[29.3 µM]

How did CCc1ccc(N2C(=O)NC(=O)/C(=C\c3cc(C)n(-c4cc(C(=O)O)cc(C(=O)O)c4)c3C)C2=O)cc1 do in these assays?
BAZ2B block: 71µM*; Pol beta inh: 11µM*; APEX1 inh: -26%; POLH inh: 14µM*; G9a block: 35µM*; BLM helicase inh: 5%; POLK inh: inconclusive; Anesthetic bind: -3%; Pol iota inh: 20µM*

Continued, overlapping the part above by 2 compounds.
What do the screens show for `COP(=O)(OC)[C@@H](O)C(Cl)(Cl)Cl`?
APEX1 inh: -2%[21 µM]; G9a block: 31%[21.5 µM]; BLM helicase inh: -3%[21.4 µM]; POLK inh: -1%[12 µM]; Anesthetic bind: 1%[29.3 µM]

How did CCc1ccc(N2C(=O)NC(=O)/C(=C\c3cc(C)n(-c4cc(C(=O)O)cc(C(=O)O)c4)c3C)C2=O)cc1 do in these assays?
BAZ2B block: 71µM*; Pol beta inh: 11µM*; APEX1 inh: -26%; POLH inh: 14µM*; G9a block: 35µM*; BLM helicase inh: 5%; POLK inh: inconclusive; Anesthetic bind: -3%; Pol iota inh: 20µM*

How did CC(=O)CC(c1ccc(O)cc1)c1c(O)c2ccccc2oc1=O (configuration not stated) do in these assays?
APEX1 inh: 12%; BLM helicase inh: 1%; POLK inh: 10%[60.1 µM]; Anesthetic bind: -1%

What do the screens show for `CCOC(=O)c1sc(=NC(=O)c2ccc(C)c(C)c2)n(C)c1C`?
BAZ2B block: -5%; Pol beta inh: inconclusive; APEX1 inh: 2%; POLH inh: -17%; G9a block: 11%[59 µM]; BLM helicase inh: -1%; POLK inh: -6%; Anesthetic bind: -5%; Pol iota inh: 76%[activator]

How did Cc1ccccc1Cn1cccc(C(=O)Nc2nc3ccccc3s2)c1=O do in these assays?
BAZ2B block: -7%; Pol beta inh: 19%; POLH inh: -1%; G9a block: 13%[59 µM]; BLM helicase inh: -6%; POLK inh: -1%[60.1 µM]; Anesthetic bind: -2%; Pol iota inh: 33%[activator]

Results for CCN1C[C@@]2(C)CC[C@@H](OC)[C@@]34C2C(O)[C@@]2(OCO[C@]25CC(OC)C2C[C@@]3(O)C5C2O)C14 (some centres not stated) ?
APEX1 inh: -1%; G9a block: -1%[2.33 µM]; BLM helicase inh: -4%; POLK inh: -11%[60.1 µM]; Anesthetic bind: 9%

What do the screens show for `O=S1(=O)N(Cc2ccccc2)CCCN1Cc1ccc(F)cc1Cl`?
BAZ2B block: 99%[activator]; Pol beta inh: 31%; POLH inh: -10%; G9a block: 73%[activator][59 µM]; BLM helicase inh: -11%; POLK inh: -8%; Anesthetic bind: 28%; Pol iota inh: -4%

What do the screens show for `COc1cc(-c2ccc(=O)[nH]n2)ccc1OC(F)F`?
BAZ2B block: -2%; Pol beta inh: 15%[57.1 µM]; APEX1 inh: -9%; POLH inh: -3%[57.1 µM]; G9a block: 0%[12.7 µM]; BLM helicase inh: 5%; POLK inh: -11%[19.4 µM]; Anesthetic bind: -1%; Pol iota inh: 4%[58.9 µM]

Results for CC(C)C12CN3CC(C(C)C)(CN(C1)C3c1cccnc1)C2=O (configuration not stated) ?
BAZ2B block: -31%; Pol beta inh: 5%; APEX1 inh: 2%; POLH inh: 4%; G9a block: 33%[activator]; BLM helicase inh: -1%; POLK inh: 4%; Anesthetic bind: -10%; Pol iota inh: -2%

Source: PubChem (National Center for Advancing Translational Sciences (NCATS))
